Screening data from PubChem.
HTT cytoprotect: Huntington cell model cytoprotection by ATP luminescence; Potency, µM (doses to about 56.4 µM), without a hit: cytoprotection (ATP increase), most hits filed as activators; PC12 HTT-Q103 induced, cytoprotection, ATP luminescence, 40 h; actives 0.14% (n = 230,000);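 further: potency means the concentration at half of the fitted maximal effect; % of control where 0% means no effect; nearly all actives have a fitted effect of over 45% in size; toxic huntingtin expression switched on by the ecdysone agonist tebufenozide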
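Readout: ATPlite luminescence (ATP level). Model: stable PC12, inducible Htt exon1 Q103-GFP. Inducer: tebufenozide, 100 nM final. Compounds: dose series. No G418 in medium.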
Lamin A splicing: LMNA splicing modulation. Potency, µM (doses to about 46.1 µM), inactives show at the highest dose ratio change, negative = inhibition, hits mostly inhibitors. actives 0.01% (n = 200,000). HeLa LMNA splicing GFP/RFP minigene ratio, 48 h; active means well fitted inhibition curve with a large enough effect in the signal ratio, with a control signal flat, not every such curve was filed as active; inconclusive means small, poorly fitted or top-dose-only effect, or effect the other way, or a change in a side signal; the % refers to the signal ratio; further: potency means the concentration at half of the fitted maximal effect; on the % scale 0 is the no-effect control and ±100 the full control effect
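S3 HeLa cells stably expressing lamin A-EGFP splicing minigene plus DsRed2, 600 cells/well, 48 h compound exposure at 37C. Laser-scanning cytometry; analysed as GFP (500-530 nm)/RFP (575-640 nm) total intensity ratio; 0.5% DMSO vehicle.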
GAA glycogen mod: inhibitors or activators of human alpha-glucosidase glycogen cleavage; P10253; AID 2100; recombinant GAA, glycogen substrate, Amplex Red glucose oxidase fluorescence; Potency, µM (doses to about 76.4 µM), for the others: top-dose activity change, negative = inhibition, usual class: inhibitors; actives 0.38% (n = 300,000);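 further: potency means the concentration at half of the fitted maximal effect; 0% = full enzyme reaction and -100% = no-enzyme basal signal; the screen sought inhibitors and activators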
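Natural-substrate format: glycogen cleavage by 4 nM human enzyme, glucose read by Amplex Red coupling (Ex 573, Em 610 nm). Normalized to enzyme and no-enzyme controls.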
CBFb RUNX1 block: inhibitors of human CBF-beta and RUNX1 interaction; Q01196+Q13951; AlphaScreen CBFb-His/RUNX1-biotin binding, biochemical; Potency, µM (doses to about 59.8 µM), inactives show at the top dose activity, negative = inhibition, most hits filed as inhibitors; 230,000 tested, under 10 active; AID 1477; further: % of control where 0% means no effect
Target sequence (Q01196 whole entry, looked up): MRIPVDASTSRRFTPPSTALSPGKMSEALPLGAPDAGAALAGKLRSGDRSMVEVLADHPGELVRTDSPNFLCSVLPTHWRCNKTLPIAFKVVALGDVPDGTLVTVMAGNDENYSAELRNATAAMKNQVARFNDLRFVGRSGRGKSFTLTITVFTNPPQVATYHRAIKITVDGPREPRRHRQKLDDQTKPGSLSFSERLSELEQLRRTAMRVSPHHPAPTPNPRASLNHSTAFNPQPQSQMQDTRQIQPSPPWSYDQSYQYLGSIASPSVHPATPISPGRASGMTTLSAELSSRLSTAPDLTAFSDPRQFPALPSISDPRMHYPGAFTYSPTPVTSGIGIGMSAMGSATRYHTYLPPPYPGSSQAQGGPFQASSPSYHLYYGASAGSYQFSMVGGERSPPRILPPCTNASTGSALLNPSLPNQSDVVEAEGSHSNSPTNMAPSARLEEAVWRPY
Target sequence (Q13951 whole entry, looked up): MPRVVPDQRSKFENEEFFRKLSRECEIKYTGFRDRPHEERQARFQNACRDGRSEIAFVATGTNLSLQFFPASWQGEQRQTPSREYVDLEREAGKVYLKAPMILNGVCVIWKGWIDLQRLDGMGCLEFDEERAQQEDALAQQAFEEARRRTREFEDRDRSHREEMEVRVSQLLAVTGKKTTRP
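Inhibition was taken as any reduction in AlphaScreen signal from the CBF-beta–RUNX1 pair (His and biotin tags, 30 nM each), measured after compound (15 min) and bead (90 min) incubations at room temperature.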
aGlu spleen mod: inhibitors or activators of human alpha-glucosidase in spleen homogenate; actives 0.006% (n = 240,000); Potency, µM (titrated, usually from 79.9 µM), inactives show at the highest dose activity change, negative = inhibition, most hits filed as inhibitors; AID 2112; human spleen homogenate, 4-MU-alpha-glucoside fluorescence;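 further: potency means the concentration at half of the fitted maximal effect; 0% = enzyme with vehicle and -100% = no enzyme basal signal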
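AC50 values come from Hill-equation fits of concentration-response data, normalized to no-enzyme and full-activity controls. Enzyme source: 1 ug human spleen homogenate; 1 mM fluorogenic 4-MU glucoside, pH 5.0 citrate buffer, 37 C, 40 min.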
GAA inhib: inhibitors of human lysosomal alpha-glucosidase. actives 0.005% (n = 200,000). P10253. Potency, µM (top dose mostly 76.9 µM), for inactives: top-dose activity change, negative = inhibition, actives largely listed as inhibitors. purified human GAA, 4-MU-alpha-glucoside fluorescence. AID 1466;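 further: potency means the concentration at half of the fitted maximal effect; plate controls were uninhibited enzyme wells for no effect and no-enzyme background for full effect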
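AC50 values come from Hill fits of compound titrations (up to 77 uM) against 4 nM human enzyme. Substrate 4-methylumbelliferyl-alpha-D-pyranoside at 400 uM, pH 5.0 citrate buffer, 20 min room temperature; fluorescence Ex 365/Em 440 after alkaline stop.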
HTT aggregate: mutant huntingtin aggregation inhibition; actives 1.1% (n = 220,000); PC12 HttQ103-GFP aggregates, Acumen cytometry, 40 h; Potency, µM (top dose mostly 46.1 µM), for inactives: top-dose activity change, negative = inhibition, actives largely listed as inhibitors; further: potency means the concentration at half of the fitted maximal effect; on the % scale 0 is the no-effect control and ±100 the full control effect; nearly all actives have a fitted effect of over 60% in size
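Multiplexed with ATP-based cell death, this channel scores GFP aggregates in PC12 cells expressing inducible HTTex1-Q103-GFP. Induction used 100 nM tebufenozide; compounds were tested in concentration series.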
The depositor's hits bear a star; ? = inconclusive; . = no result given; [ ] = another dose, or the depositor's remark. Unless noted, the call rests on the fitted dose curve; in most records, active means well fitted curve in the direction sought with a large enough effect; inconclusive means small, poorly fitted or top-dose-only effect, or another doubt; inactive means no such curve, though single readings can be large; an effect the other way counts as inactive or inconclusive.

The line under a structure holds: HTT cytoprotect	Lamin A splicing	GAA glycogen mod	CBFb RUNX1 block	aGlu spleen mod	GAA inhib	HTT aggregate
- CC(=O)Nc1c(C(N)=O)oc2ccc(Cl)cc12
  -14%[10 µM]	.	8%	4%	-4%	.	0%[9.22 µM]
- CC1CC2=C(C(=O)O1)C(c1ccccc1)Nc1ccccc1N2 (stereo not drawn)
  18%[10 µM]	3%	10%	-2%	0%	-1%	-2%
- NC(N)=Nc1nc2ccc(Cl)cc2c(=O)[nH]1
  .	3%[46 µM]	15%	3%	-14%	3%	.
- CC(C)(C)n1ncc2c(=O)n(CC(=O)Nc3ccc(Cl)cc3)cnc21
  -5%	?	2%	-1%	-4%	?	-2%
- COc1ccc(OC)c(N(CC(=O)NCc2ccncc2)S(C)(=O)=O)c1
  -14%	6%	5%	11%	-4%	-13%	23%
- COc1cc(CC(NC(C)=O)C(=O)NC2CCN(c3nc(OC)nc(OC)n3)CC2)cc(OC)c1 (stereo not drawn)
  5%[10 µM]	.	6%	16%	0%	.	-15%[9.22 µM]
- N#Cc1cc2c(nc1SCC(=O)N1CCOCC1)CCCCC2
  -34%[inhibitor]	-5%	3%	-1%	6%	-6%	13%
- CCN(CC)CCN(Cc1cc2cc(C)ccc2[nH]c1=O)C(=S)NCc1ccco1
  0%[10 µM]	-14%	18%	-6%	-10%	4%	-5%
- O=C(Nc1cccnc1)C1CC(c2ccccc2O)=NO1 (stereo not drawn)
  33%	-2%	6%	-4%	-3%	3%	-24%
- CC(=O)c1c(C)[nH]c(C(=O)OCC(=O)C(C)(C)C)c1C
  5%	9%	3%	2%	-8%	8%	15%
- CC(=O)CSc1ncnc2c1oc1ccccc12
  -11%	-5%	7%	-5%	2%	-5%	-6%
- COc1ccc(NC(=O)NCCCN2CCc3ccccc3C2)cc1
  10%[10 µM]	-4%	-6%	11%	-1%	-2%	-3%
- CC(=O)NNS(=O)(=O)c1ccc(-c2cc(C(F)(F)F)n(C)n2)s1
  -19%[10 µM]	.	?	27%	5%	.	11%[9.22 µM]
- Cc1c(C(=O)c2ccc([N+](=O)[O-])cc2)c(=O)n(C)c(=O)n1C
  -6%[10 µM]	-2%[46 µM]	-4%	4%	7%	13%	12%[9.22 µM]
- CCOP(=O)(OCC)C(Nc1ccccn1)c1ccc(F)cc1 (stereo not drawn)
  -2%[1.9 µM]	-14%	12%	1%	-8%	-3%	-4%
- O=C(O)C1CCN(S(=O)(=O)c2cccnc2)CC1
  22%	-7%	3%	2%	-5%	2%	11%
- COc1ccc(CCN2C(=O)CC(C(N)=O)SC2=Nc2ccccc2)cc1 (stereo not drawn)
  6%[10 µM]	.	0%	-1%	3%	?	12%[9.22 µM]
- CCOc1cc(/C=N/NC(N)=O)cc(Br)c1OCC(=O)Nc1ccccc1C
  -11%	-9%	4%	-3%	-4%	2%	11%
- Cc1ccc(NC(/C=C/N(C)C)=C/C(=O)C(F)(F)F)c(C)c1
  5%	-12%[46 µM]	-2%	5%	0%	2%	-27%
- CC(=O)O/N=C1\C(=O)N(Cc2ccc(C)cc2)c2ccccc21
  29%[10 µM]	?	-8%	0%	-20%	-5%	-5%
- CN(c1cccc(Cl)c1)S(=O)(=O)c1cccc(C(=O)Nc2ccc3c(c2)CCC3)c1
  -7%[10 µM]	?	9%	9%	-7%	?	-6%
- CC(C)c1ccc(OCC(=O)NC2=NCCS2)cc1
  -41%[inhibitor]	.	2%	0%	-5%	-10%	2%
- O=C(Nc1ccccc1)OCc1ccccn1
  5%	?	1%	5%	-8%	6%	-7%
- COCCN(C(=O)C(C)C)c1nnc(-c2ccc(C)cc2)s1
  7%	-4%	-6%	-10%	-5%	2%	-2%
- C[C@H](NC(=O)c1nc[nH]c1C(=O)N[C@@H](CCCCNC(=O)OC(C)(C)C)C(=O)OC(C)(C)C)c1ccccc1
  -10%[10 µM]	.	-28%	22%	-1%	.	-34%[9.22 µM]
- COc1ccc(C(=O)CSc2nc(-c3ccccn3)nc(C)c2Cl)cc1
  -4%[10 µM]	.	-2%	-2%	-15%	.	-14%[9.22 µM]
- O=C(COc1ccc(Cl)cc1)Nc1cc(S(=O)(=O)N2CCCCC2)ccc1N1CCCCC1
  -10%[10 µM]	-6%	-3%	-6%	2%	-3%	-6%
- C=CCN(c1ccccc1)S(=O)(=O)c1cccc(C(=O)Nc2nnc(SCC)s2)c1
  4%[10 µM]	?	6%	6%	-7%	-3%	-21%
- CCn1c(O)c(/C=N/NC(=O)c2ccncc2)c(=O)n(CC)c1=S
  -22%[10 µM]	-18%	7%	-1%	-4%	1%	-3%
- Cc1ccc(N=Cc2sc(O)c3ccccc23)c(C)c1
  -9%[10 µM]	2%	?	1%	0%	1%	?

Ordered by number of heavy atoms (highest first): part of the list above.
The line under a structure holds: HTT cytoprotect	Lamin A splicing	GAA glycogen mod	CBFb RUNX1 block	aGlu spleen mod	GAA inhib	HTT aggregate
- COc1ccc(C(=O)CSc2nc(-c3ccccn3)nc(C)c2Cl)cc1
  -4%[10 µM]	.	-2%	-2%	-15%	.	-14%[9.22 µM]
- CC(C)(C)n1ncc2c(=O)n(CC(=O)Nc3ccc(Cl)cc3)cnc21
  -5%	?	2%	-1%	-4%	?	-2%
- Cc1ccc(N=Cc2sc(O)c3ccccc23)c(C)c1
  -9%[10 µM]	2%	?	1%	0%	1%	?

Additional results:
The line under a structure holds: HTT cytoprotect	Lamin A splicing	GAA glycogen mod	CBFb RUNX1 block	aGlu spleen mod	GAA inhib	HTT aggregate
- CCCCOC(=O)CSC1=C(C#N)C(c2ccccc2OC)C(C#N)C(=O)N1 (stereo not drawn)
  -4%	6%[0.0737 µM]	4%	-10%	-1%	5%	-8%
- COc1ccccc1NS(=O)(=O)c1ccc(C(N)=O)cc1
  -27%	5%[46 µM]	-9%	2%	3%	11%	5%
- CC(C)C(=O)Nc1ccc2c3c(cccc13)CC2
  15%[10 µM]	?	0%	4%	-4%	-5%[15.4 µM]	-2%
- CC(c1n[nH]c(=S)n1-c1ccc(Cl)cc1)N(C)C (stereo not drawn)
  -93%[inhibitor][10 µM]	2%	-22%	0%	-7%	2%	?
- O=C(CN(Cc1ccco1)C(=O)c1ccc(Cl)cc1)Nc1c(Cl)cc(Cl)cc1Cl
  10%[10 µM]	-9%	9%	6%	0%	4%	-3%
- CCSc1nnc2c(n1)OC(c1ccc(C(=O)O)cc1)N(C(C)=O)c1ccccc1-2 (stereo not drawn)
  -1%	-1%	9%	0%	-10%	-5%[15.4 µM]	1%
- O=C(COC(=O)c1cc(=O)[nH]c2ccccc12)Nc1cccc(S(=O)(=O)N2CCOCC2)c1
  6%[10 µM]	.	-4%	9%	-1%	.	14%[9.22 µM]
- O=[N+]([O-])c1ccc(/C=N/Nc2ccc3ccccc3c2)o1
  10%[10 µM]	8%	-1%	?	-1%	-2%	32%
- COc1ccc(N(CC(=O)NC2CCCCCC2)S(=O)(=O)c2c(C)nn(C)c2C)cc1
  -5%	6%	6%	4%	1%	-3%	15%
- CCCCCCCCC(=O)NCc1cc(OC)c(O)cc1I
  -4%	.	.	3%[21.7 µM]	-9%	.	.
- CC12CCC(C(=O)Nc3cccc4ccccc34)(C1Br)C2(C)C (stereo not drawn)
  -30%	0%	3%	4%	4%	-1%	-7%
- O=C1N=C(N2CCOCC2)S/C1=C\c1cccnc1
  -8%	11%[9.22 µM]	-3%	1%	-1%	-3%	18%
- CCc1nnc(NC(=O)c2cc(S(=O)(=O)N3CCOCC3)ccc2N2CCCCC2)s1
  -18%	-1%[46 µM]	-5%	3%	-2%	-10%	11%
- C=CCSC1=N/C(=C\c2ccc(C(=O)O)cc2)C(=O)S1
  -51%[inhibitor]	.	-24%	-8%	-19%	3%	9%
- CCOc1ccccc1C(=O)N1CCN(c2ccc(C(F)(F)F)cn2)CC1
  7%[10 µM]	?	4%	17%	-15%	-12%	-23%
- Cc1cc(C)cc(C(=O)NCC(=O)OC(C)C(=O)N(C)c2ccccc2)c1 (stereo not drawn)
  -4%[10 µM]	14%[46 µM]	4%	-9%	2%	-9%	3%
- COCCN1C(=O)c2ccccc2C(C(=O)NCCCN2CCCC2)C1c1c[nH]c2ccccc12 (stereo not drawn)
  11%[10 µM]	-6%	7%	21%	3%	0%	-8%
- CCN(CCCNS(=O)(=O)c1ccc2c(c1)oc(=O)n2C)c1cccc(C)c1
  4%	-12%	-6%	-10%	6%	-3%	-13%
- CS(=O)(=O)N1CCN(c2ccc(NC(=O)COc3ccccc3)cc2)CC1
  -29%	-1%[46 µM]	2%	3%	-1%	0%	5%
- NC1=NC(=O)/C(=C/c2ccccc2OS(=O)(=O)c2ccc3ccccc3c2)S1
  3%[10 µM]	-7%	-5%	4%	-3%	6%	-1%
- O=C(CN(Cc1ccccc1)S(=O)(=O)c1ccccc1)N/N=C/c1ccccc1[N+](=O)[O-]
  -16%	-13%	1%	-15%	5%	-7%	1%
- COc1ccccc1NC(=O)Cc1noc(CSc2nnc(C)n2C)n1
  -6%	-27%[46 µM]	2%	2%	-7%	-27%	5%
- O=C(CSc1ncn[nH]1)N1CCCCC1
  -5%[10 µM]	.	0%	14%	1%	.	-36%[9.22 µM]
- Cc1nc2ccc(NC(=S)NC3CCCCC3)cc2nc1C
  -79%[inhibitor]	?	-21%	-2%	1%	?	-13%
- COc1cccc(C2C3=C(N=c4s/c(=C\c5ccc(OCC(=O)O)cc5)c(=O)n42)c2ccccc2CC3)c1 (stereo not drawn)
  13%[10 µM]	.	-4%	-20%	1%	.	33%[9.22 µM]
- CCOC(=O)c1c(CC(C)C)csc1NC(C)=O
  0%	7%	0%	16%	-1%	1%	-17%
- O=C(N1CCCCCC1)N1CCN(C(=O)N2CCOCC2)CC1
  29%[10 µM]	0%	3%	0%	-8%	-12%	-8%
- COc1ccccc1C(=O)NCc1ccc2c(c1)OCO2
  -18%	10%	11%	9%	-2%	-3%	-3%
- COC(=O)CNC(c1ccccc1)c1cc(Br)ccc1NS(=O)(=O)c1ccccc1 (stereo not drawn)
  24%[10 µM]	-7%	-7%	1%	2%	?	3%
- O=C(CSc1nnc(-c2ccc(OC(F)F)cc2)o1)NCc1cccs1
  6%	-1%	8%	10%	4%	-2%	?
- O=C(/C=C/c1ccccc1)c1ccc(NC2=NCCCS2)cc1
  .	6%	-6%	-6%	-5%	-3%	6%
